# MsrA inhibitor = bovine MsrA enzyme inhibitors, primary screen, biochemical, absorbance, HTS; Methionine sulfoxide reductase A (Bos taurus); purified bovine MsrA, absorbance read-out; inhibition, % at 15.5 µM; actives 0.75% (n = 360,000); AID 651718, 2012; in the data active = inhibition above about 4.5%;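 note: 0% = vehicle wells with enzyme and 100% = reference inhibitor wells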
# Tb MetRS inh = T. brucei MetRS inhibitors, primary screen, biochemical, luminescence | methionyl-tRNA synthetase (Trypanosoma brucei brucei) | actives 0.4% (n = 360,000) | purified T. brucei MetRS, ATP depletion, Kinase-Glo luminescence | inhibition, % at 11.9 µM;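 active = inhibition above a per-plate cutoff of the control wells' mean inhibition plus 3 SD, cut at about 5.5% in these data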;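 note: 0% = DMSO wells median and 100% = median of wells with control inhibitor compound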
#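 technique = Kinase-Glo luminescence, ATP depletion format | system = purified MetRS (methionyl-tRNA synthetase) enzyme from Trypanosoma brucei | timing = 15 min preincubation, 2 h reaction, all 25 °C | evaluation = percent inhibition versus plate control medians | dosing = single dose, 11.9 µM final nominal, 0.9% final DMSO | also added = substrates ATP, L-methionine and bulk Escherichia coli tRNA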
# E coli Lon inh = inhibitors of E. coli Lon protease, primary screen, biochemical, fluorescence polarization. actives 0.42% (n = 360,000). inhibition, % at 7.94 µM. purified E. coli Lon protease. AID 602123, 2011; in the data active = inhibition above about 13%, passing the limit was not always enough;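 note: 0% = enzyme with probe and DMSO and 100% = no enzyme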
# bovine MsrA act = bovine MsrA enzyme activators, primary screen, biochemical, absorbance, HTS; Methionine sulfoxide reductase A (Bos taurus); purified bovine MsrA, absorbance read-out; activation, % at 10.6 µM; actives 0.3% (n = 360,000); in the data active = activation above about 7.5%;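 note: 0% = vehicle and 100% = reference activator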
# Rin1 Abl inh = inhibitors of Rin1-Abl protein binding, primary screen, biochemical, TR-FRET; Tyrosine-protein kinase ABL1 (Homo sapiens) + Ras and Rab interactor 1 (Homo sapiens), …; inhibition, % at 7.35 µM; actives 0.4% (n = 360,000); AID 588664, 2011; in the data active = inhibition above about 5%, passing the limit was not always enough
# Neddylation inh = inhibitors of cullin neddylation, primary screen, biochemical, TR-FRET, uHTS, NAE and Ubc12; actives 0.58% (n = 360,000); NEDD8-conjugating enzyme Ubc12 (Homo sapiens) + NEDD8-activating enzyme E1 regulatory …; calls only at 25 µM; in the data active = inhibition above about 36%
# MLLE-PAM2 inh = inhibitors of PABP1 MLLE–PAM2 peptide binding, primary screen, biochemical, fluorescence polarization, FITC-PAM2, GST-MLLE; Polyadenylate-binding protein 1 (Homo sapiens), P11940; inhibition, % at 20 µM; actives 0.36% (n = 360,000); AID 588489, 2011; in the data active = inhibition above about 35%, passing the limit was not always enough;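 note: plate controls were DMSO wells with GST-MLLE for no effect and wells lacking GST-MLLE protein for full effect; some results filed as inactive read as strong as hits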
# FAS TE block = FAS thioesterase domain inhibitors, primary screen, biochemical, fluorescence intensity, uHTS. actives 0.67% (n = 360,000). recombinant FAS-TE, OMFH fluorogenic substrate, fluorescence endpoint. Fatty acid synthase (Homo sapiens), P49327. inhibition, % at 15 µM;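 active = compounds whose normalised, plate-corrected inhibition of enzyme fluorescence in the single-dose primary screen is 50% or more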;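 note: 0% = DMSO with enzyme and 100% = substrate without enzyme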
# Target sequence (P49327 whole entry, looked up, the tested form may be a part): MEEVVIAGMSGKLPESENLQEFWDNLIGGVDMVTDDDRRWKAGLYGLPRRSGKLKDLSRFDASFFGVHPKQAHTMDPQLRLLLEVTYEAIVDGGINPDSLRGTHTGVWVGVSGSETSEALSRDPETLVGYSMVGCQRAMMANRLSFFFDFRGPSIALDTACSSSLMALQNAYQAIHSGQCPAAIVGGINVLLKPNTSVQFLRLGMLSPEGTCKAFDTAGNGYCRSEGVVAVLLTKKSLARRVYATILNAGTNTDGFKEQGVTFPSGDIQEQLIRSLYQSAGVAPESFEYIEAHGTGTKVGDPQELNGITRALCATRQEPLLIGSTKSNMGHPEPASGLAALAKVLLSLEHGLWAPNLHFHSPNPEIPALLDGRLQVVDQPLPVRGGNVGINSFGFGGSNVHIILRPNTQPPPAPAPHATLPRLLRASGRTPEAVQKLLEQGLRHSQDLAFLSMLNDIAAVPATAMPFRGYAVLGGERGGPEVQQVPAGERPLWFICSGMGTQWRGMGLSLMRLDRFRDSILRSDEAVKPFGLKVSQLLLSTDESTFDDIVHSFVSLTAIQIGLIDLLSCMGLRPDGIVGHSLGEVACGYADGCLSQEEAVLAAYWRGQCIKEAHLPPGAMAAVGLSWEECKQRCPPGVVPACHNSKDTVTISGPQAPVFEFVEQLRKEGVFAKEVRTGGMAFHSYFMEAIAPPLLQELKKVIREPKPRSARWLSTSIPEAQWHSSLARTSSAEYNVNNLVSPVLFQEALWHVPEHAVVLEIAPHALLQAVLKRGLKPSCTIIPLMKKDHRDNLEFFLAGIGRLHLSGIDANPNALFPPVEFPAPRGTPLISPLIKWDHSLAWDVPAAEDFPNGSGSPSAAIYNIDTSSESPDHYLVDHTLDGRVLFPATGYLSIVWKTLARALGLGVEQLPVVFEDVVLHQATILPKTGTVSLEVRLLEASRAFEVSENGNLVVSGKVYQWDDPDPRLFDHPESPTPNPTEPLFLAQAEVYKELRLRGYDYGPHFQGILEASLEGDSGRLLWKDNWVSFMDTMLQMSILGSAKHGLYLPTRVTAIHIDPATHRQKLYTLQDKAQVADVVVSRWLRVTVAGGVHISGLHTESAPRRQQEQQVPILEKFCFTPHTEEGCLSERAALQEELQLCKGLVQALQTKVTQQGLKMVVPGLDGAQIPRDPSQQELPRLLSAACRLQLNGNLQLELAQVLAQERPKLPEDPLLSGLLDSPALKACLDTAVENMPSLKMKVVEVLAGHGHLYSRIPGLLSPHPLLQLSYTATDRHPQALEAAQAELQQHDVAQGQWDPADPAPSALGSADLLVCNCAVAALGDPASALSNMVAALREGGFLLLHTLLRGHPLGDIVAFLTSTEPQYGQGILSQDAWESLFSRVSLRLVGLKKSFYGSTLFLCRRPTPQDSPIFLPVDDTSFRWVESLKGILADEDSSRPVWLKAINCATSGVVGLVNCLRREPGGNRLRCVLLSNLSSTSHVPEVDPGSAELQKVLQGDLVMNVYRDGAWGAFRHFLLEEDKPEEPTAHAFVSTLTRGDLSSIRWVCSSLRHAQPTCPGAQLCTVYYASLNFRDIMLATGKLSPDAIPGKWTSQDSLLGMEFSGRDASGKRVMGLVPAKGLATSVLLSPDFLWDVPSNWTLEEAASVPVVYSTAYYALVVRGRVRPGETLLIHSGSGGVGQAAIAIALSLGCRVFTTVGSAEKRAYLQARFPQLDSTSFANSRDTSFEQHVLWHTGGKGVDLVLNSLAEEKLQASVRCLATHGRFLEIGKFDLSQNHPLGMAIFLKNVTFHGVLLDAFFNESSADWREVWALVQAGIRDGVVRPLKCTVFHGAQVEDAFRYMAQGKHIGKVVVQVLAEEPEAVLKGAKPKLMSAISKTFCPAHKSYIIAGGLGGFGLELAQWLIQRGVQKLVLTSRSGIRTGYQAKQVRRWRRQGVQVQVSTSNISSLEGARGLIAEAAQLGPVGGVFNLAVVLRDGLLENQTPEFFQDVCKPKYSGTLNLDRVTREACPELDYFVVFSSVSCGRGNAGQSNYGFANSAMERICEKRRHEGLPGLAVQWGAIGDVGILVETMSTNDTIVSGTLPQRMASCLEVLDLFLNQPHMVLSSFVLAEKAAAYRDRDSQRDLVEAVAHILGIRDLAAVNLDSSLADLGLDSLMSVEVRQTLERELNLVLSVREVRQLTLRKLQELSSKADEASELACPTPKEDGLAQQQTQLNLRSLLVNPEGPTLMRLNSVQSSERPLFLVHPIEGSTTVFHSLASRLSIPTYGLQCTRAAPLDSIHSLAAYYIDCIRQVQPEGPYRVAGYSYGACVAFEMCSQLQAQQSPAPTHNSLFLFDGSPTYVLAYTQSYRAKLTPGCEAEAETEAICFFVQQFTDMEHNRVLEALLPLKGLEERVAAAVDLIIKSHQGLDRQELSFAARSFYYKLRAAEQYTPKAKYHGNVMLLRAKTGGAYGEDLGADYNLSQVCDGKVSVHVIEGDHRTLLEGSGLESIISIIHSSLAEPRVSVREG
# CSN deneddyl inh = inhibitors of CSN-mediated cullin deneddylation, primary screen, biochemical, fluorescence polarization, uHTS | Purified CSN, SCF-Nedd8-OG deneddylation | inhibition, % at 12.5 µM | actives 0.38% (n = 360,000);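 active = pattern-corrected inhibition above about 35%, with an unprinted fluorescence ratio check between 0.5 and 1.5, limit read from the data, passing the limit was not always enough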;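 note: 0% = enzyme with substrate and 100% = substrate without enzyme; some results filed as inactive read as strong as hits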
#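 Assay system: purified human Csn5 enzyme expressed in HEK293T cells; Input: 0.24 nM Csn5 enzyme, final concentration; Reagent: 10 nM SCFSkp2-Nedd8OG; Compound dosing: 12.5 µM single point; Times: reaction 90 min, room temperature; Technique: fluorescence polarization readout.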
# Starred values were filed as active, the others as inactive; i = inactive; · = no result given; + = active, no number. Compounds were not picked by outcome; overall some 4% were active at least once.
SMILES,MsrA inhibitor,Tb MetRS inh,E coli Lon inh,bovine MsrA act,Rin1 Abl inh,Neddylation inh,MLLE-PAM2 inh,FAS TE block,CSN deneddyl inh
COc1ccc(CCNC(=O)c2ccn[nH]2)cc1OC,-1.3,-1.4,1,-10,-2,i,-2,-4,1
CCNc1nc(Cl)nc(NNC(=O)C(C)Oc2ccccc2)n1 (stereo not drawn),-0.2,-1.1,-5,-6,2,i,11,-8,-11
CC(=O)Nc1ccc(NC(=O)c2cccc(S(=O)(=O)N(C)C3CCCCC3)c2)cc1,0.0,-0.3,8,-2,-2,i,-1,5,-3
Cc1ccc(S(=O)(=O)N2CCOCC2)cc1C(=O)OC1CCOC1=O (stereo not drawn),1.2,-0.3,-7,-3,-1,i,-3,-6,1
CC(C)CC1C(C#N)=C(N)Oc2n[nH]c(-c3ccccc3)c21 (stereo not drawn),1.9,0.2,7,-5,0,i,7,11,1
COCc1nnc(NC(=O)CC(C)c2ccccc2)s1 (stereo not drawn),-0.8,-0.8,-3,-2,2,i,4,-4,-1
CCNC(=O)COC(=O)/C=C/c1cccs1,1.3,-1.4,-9,-16,0,i,4,-5,4
Fc1ccc(Nc2nnns2)cc1,0.5,0.1,-4,-4,0,i,18,-8,-2
CCc1nc(SCC(=O)N2CCCC2)c2c(=O)n(C)c(=O)n(C)c2n1,2.0,0.0,-3,-2,1,i,-37,-2,3
O=C(NCc1ccccc1)c1cc(C2CCCN(C(=O)CCCc3ccccc3)C2)on1 (stereo not drawn),-0.6,0.6,-3,-2,1,i,6,6,-3
O=C(CSc1ccc(Cl)cc1)NNC(=O)c1ccncc1,-0.3,0.1,-4,-3,0,i,-4,-6,0
CSCC[C@H](NC(=O)N1CCn2c1nc1ccccc12)C(=O)NCc1ccco1,-0.1,-0.6,-6,4,2,i,2,2,-5

# An excerpt from above in order of their number in CSN deneddyl inh, smallest number first:
SMILES	CSN deneddyl inh
O=C(NCc1ccccc1)c1cc(C2CCCN(C(=O)CCCc3ccccc3)C2)on1 (stereo not drawn)	-3
Fc1ccc(Nc2nnns2)cc1	-2
CC(C)CC1C(C#N)=C(N)Oc2n[nH]c(-c3ccccc3)c21 (stereo not drawn)	1

# The results go on:
SMILES,MsrA inhibitor,Tb MetRS inh,E coli Lon inh,bovine MsrA act,Rin1 Abl inh,Neddylation inh,MLLE-PAM2 inh,FAS TE block,CSN deneddyl inh
Cc1nc2sc(C(c3cccs3)N3CCN(c4ccccc4)CC3)c(O)n2n1 (stereo not drawn),0.7,-0.5,4,0,-2,i,0,-5,-6
N#Cc1ccc(CN2CCN(C(=O)CNS(=O)(=O)c3ccc4c(c3)OCCCO4)CC2)cc1,-0.9,-0.6,7,-11,1,i,13,-3,-2
O=C1CSC(=S)N1/N=C/c1cc(Br)c(O)c(Br)c1,·,0.0,i,-2,-2,i,143,-37,-73
Cc1cc(Cl)ccc1NC(=S)NCc1ccco1,-0.3,-0.1,0,-1,2,i,-24,-5,-4
Cc1ccc(C2C3=C(CC(C)(C)CC3=O)NC3=C2C(=O)c2ccccc23)cc1 (stereo not drawn),0.1,1.3,4,-1,-2,i,-1,15,0
CCOC(=O)C1=C(C)Nc2ccccc2N=C1N,-0.6,-0.6,0,-2,1,i,3,-4,0
O=c1[nH]nc(Cc2ccc3ccccc3n2)c2ccccc12,-1.4,-0.1,-5,-1,-2,i,-3,-5,-2
CCN(CC)c1cc2nc(C)n(Cc3ccccc3)c(=O)c2cc1NC(=O)C1CC1,1.5,-0.5,-9,-2,0,i,-11,0,-1
CC1(C(=O)NCCc2ccccc2)Cc2c(-c3ccccc3)ccnc2O1 (stereo not drawn),0.8,-0.5,-12,0,5,i,-3,1,6
C[C@H](CO)N1C[C@H](C)[C@H](CN(C)Cc2ccccc2)Oc2c(NC(=O)Nc3ccc(F)cc3)cccc2C1=O,0.6,0.0,2,3,0,i,-8,-2,-1
O=C(CCC(=O)NNC(=O)COc1ccc(Br)cc1)NCc1ccccc1,0.2,-0.6,-11,-6,3,i,-8,-1,-4
O=C(c1c(O)c2ccccc2oc1=O)C1CCC1,0.1,-0.6,-11,-1,3,i,-11,-5,1
CCN(CC(=O)Nc1c(F)cccc1F)C(=O)CCc1nc2ccccc2c(=O)[nH]1,-0.5,-0.2,-14,2,0,i,13,-3,0
O=C1CC(SC(=NCc2ccc3c(c2)OCO3)Nc2ccccc2)C(=O)N1 (stereo not drawn),-0.2,-0.4,-1,-5,0,i,-21,4,1
CN(C)/C=C/c1onc(-c2c(F)cccc2Cl)c1C#N,4.4,-0.5,-44,-10,-1,i,-7,14,-1
Cc1ccc2nc(-c3cccc(NC(=O)c4ccc5c(c4)OCCO5)c3)oc2c1,0.5,0.0,-8,-2,0,i,-1,15,6
Cc1nc2scc(-c3ccco3)c2c(=O)n1/N=C/N(C)C,2.4,-0.8,-1,-5,5,i,28,-11,4
COc1ccc(C(=O)N/C(=C/c2cccc3ccccc23)C(=O)NCCc2c[nH]c3ccccc23)cc1OC,4.2,-0.5,-20,-6,-1,i,9,61*,-2
O=C(NCC1CC1)c1cccc2c1C(=O)c1ccc(N3CCCC3)cc1S2(=O)=O,0.4,0.2,-18,-2,-6,i,-42,-24,32
CCC(CO)NCc1ccc(OC2CCCC2)cc1 (stereo not drawn),0.8,-0.7,5,0,-5,i,3,-5,-1
O=C(OCC(=O)c1ccccc1Cl)C1=NN(c2ccccc2)C(=O)CC1,0.3,-0.1,6,-5,1,i,-3,-2,-4
COc1cccc(N(CC(=O)N2CCCCCC2)S(C)(=O)=O)c1,-1.7,0.0,-8,-1,0,i,18,-4,3
CSc1nc(-c2ccc(F)cc2)cc(=O)[nH]1,-0.8,-0.7,-3,-2,-2,i,-28,-7,-1
Nc1nc(CSc2ccccn2)nc(Nc2ccccc2)n1,1.1,-0.7,-4,2,0,i,-2,-1,-3

# Of the compounds above, these have an aryl thioether with sulfur outside any ring.
SMILES,MsrA inhibitor,Tb MetRS inh,E coli Lon inh,bovine MsrA act,Rin1 Abl inh,Neddylation inh,MLLE-PAM2 inh,FAS TE block,CSN deneddyl inh
CCc1nc(SCC(=O)N2CCCC2)c2c(=O)n(C)c(=O)n(C)c2n1,2.0,0.0,-3,-2,1,i,-37,-2,3
O=C(CSc1ccc(Cl)cc1)NNC(=O)c1ccncc1,-0.3,0.1,-4,-3,0,i,-4,-6,0
CSc1nc(-c2ccc(F)cc2)cc(=O)[nH]1,-0.8,-0.7,-3,-2,-2,i,-28,-7,-1
Nc1nc(CSc2ccccn2)nc(Nc2ccccc2)n1,1.1,-0.7,-4,2,0,i,-2,-1,-3

# (continued)
SMILES,MsrA inhibitor,Tb MetRS inh,E coli Lon inh,bovine MsrA act,Rin1 Abl inh,Neddylation inh,MLLE-PAM2 inh,FAS TE block,CSN deneddyl inh
Cc1ccc(N2C(=O)C3C4CC(=O)C(c5ccccc54)C3C2=O)cc1 (stereo not drawn),-0.5,-0.7,5,-3,-1,i,7,0,-2
COc1ccc(S(=O)(=O)Nc2cccc(SC)c2)cc1OC,0.1,0.2,2,2,4,i,0,-5,3
Cc1cccc(NC(=O)Cn2c(O)c(N=NC(=O)c3ccncc3)c3ccccc32)c1,1.1,-0.8,-9,-3,-7,i,0,-4,-4
CC(C)(C(=O)Nc1nccs1)c1ccccc1,-1.4,0.3,0,-1,-2,i,6,-3,0
CC(C)C(=O)N1CCN(c2ccccc2NC(=O)c2ccc([N+](=O)[O-])o2)CC1,0.0,0.1,-1,0,-2,i,-2,47,-5
CCOc1cc(N2CCOCC2)c(OCC)cc1NC(=O)C1CCCC1,-0.7,-0.3,-1,0,-1,i,4,-9,1
CC1CN(c2nc(Nc3ccccc3)nc(N)c2[N+](=O)[O-])CC(C)O1 (stereo not drawn),1.1,0.2,4,-4,-4,i,4,-1,2
O=Cc1ccc(OCc2nnc(-c3ccccc3Br)o2)cc1,1.9,-0.6,-5,-4,2,i,-6,3,-1
Cc1nc(Nc2nc3ccccc3o2)nc(C)c1C(=O)Nc1ccc(F)cc1,-1.5,2.0,-1,-3,1,i,-8,-7,-5
CC(C)c1ccc(NC(=O)C2C3C=CC4(CN(CCCN5CCOCC5)C(=O)C24)O3)cc1 (stereo not drawn),0.3,-0.1,9,-4,-10,i,0,-2,-1
CCOC(=O)c1[nH]c2c(c1-c1ccccc1)C(=O)CC(c1ccc(Cl)cc1)C2 (stereo not drawn),0.3,2.2,-5,-13,0,i,3,-5,-5
C=CCO/N=C(/C)c1c(O)c(CC)c(-c2ccccc2)n(-c2ccccc2)c1=O,1.1,-1.2,-7,-11,1,i,15,-4,-1
CCn1c(SCC(=O)Nc2ccc(OC)c(OC)c2)nc2c(c1=O)SCC2,2.1,0.2,1,-3,2,i,-5,-3,-3
COCc1cc(C)n(CC(=O)Nc2cc(C)cc(C)c2)c(=O)c1C#N,0.9,-0.8,-5,-5,0,i,10,-2,-4
Nc1nc2ccc(N3CCOCC3)cc2s1,-0.2,0.1,4,-4,-5,i,-25,-8,-1
CC(=O)NC(CC(=O)N(C)C1CCCCC1)c1ccccc1 (stereo not drawn),-0.2,-1.8,0,-9,1,i,0,-4,-3
COc1cccc(CN2CC(C(=O)NCc3ccc(C)o3)CCC2=O)c1 (stereo not drawn),-0.3,0.4,-3,-3,-4,i,13,-5,1
O=C(NN1C(=O)c2ccccc2NC1c1ccccn1)c1ccccc1 (stereo not drawn),0.0,-0.1,2,-2,0,+,-5,-9,2
Cc1ccc(C)c(OCC(=O)N2CCOCC2)c1,1.5,0.1,-1,-3,-1,i,11,-8,-3
COc1cc(C(C(=O)NC(C)(C)C)N(C(=O)CNC(=O)c2cccs2)c2cccnc2)cc(OC)c1OC (stereo not drawn),-0.9,-0.4,-1,-4,-1,i,5,-6,-2
N#Cc1ccc(Nc2ccccc2)c(N)c1,1.5,-0.8,-1,-4,-4,·,-11,4,-3
Brc1ccc(-c2cnc3n2CCCC3)cc1,0.8,1.2,-4,-9,2,i,-3,-6,2
CCOC(=O)c1c(CC(C)C)csc1/N=C/C1C(=O)CC(C)(C)CC1=O,0.6,0.0,-58,-2,5,i,-51,0,36*
O=C1CC(c2ccc(F)cc2)C(n2cncn2)C(O)=C1C1NCCc2ccccc21 (stereo not drawn),-0.5,-0.4,1,1,2,i,3,-6,-2
CCC(CC)C(=O)Nc1cccc(C(=O)Nc2ccc(OC)cc2[N+](=O)[O-])c1,-1.3,-0.6,-15,-1,-1,i,-23,-1,7
COC(=O)c1ccc2nc(-c3ccc(C#N)cc3)c(Cc3cccc(F)c3)n2c1,-0.8,-0.3,-5,-1,0,i,12,5,0
CCNCCC(=O)N1c2ccccc2Sc2ccc(C(F)(F)F)cc21,-0.2,-0.4,8,-8,-2,i,-2,2,1
COc1ccc(CN2C(=O)CCCc3ccccc32)cc1,-1.4,-0.9,-11,-9,1,i,8,1,7
Cc1cn([C@H]2C[C@H](O)[C@@H](CCC(=O)NCc3ccco3)O2)c(=O)[nH]c1=O,2.0,-0.1,-12,0,-1,i,6,-11,-9
Cc1ccc(/C(=N/Nc2ncnc3ccccc23)C(=O)O)cc1,1.9,-0.3,10,-2,-3,i,10,3,-3

# Bioassay records: PubChem, several laboratories
